Pf Dd2 growth – qHTS Primary assay for Inhibitors of Plasmodium falciparum Dd2 growth in vitro; Potency, µM (doses to about 28.9 µM), without a hit: top-dose activity, negative = inhibition, hits mostly inhibitors; 120,000 tested, 4.3% active; P. falciparum Dd2 growth, SYBR Green, 72 h; AID 1347417, 2020; active = well fitted inhibition curve with a large enough effect; inconclusive = small, poorly fitted or top-dose-only effect; inactive = no such curve, though single readings can be large or run the other way;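 note: plate controls were DMSO vehicle for no effect and reference drug for full effect; nearly all actives have a fitted effect of over 65% in size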
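Readout: SYBR Green fluorescence, 485 nm excitation, 535 nm emission, after ~16 h lysis at 37C. Before that, Dd2-infected red cells (2.5% hematocrit) grew 72 h with compound, 29 uM top final concentration.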
* = called active by the depositor; i = inactive; ? = inconclusive; [ ] = another dose, or the depositor's remark. Potency is the fitted concentration of half-maximal effect. Some of the compounds tested. The share of hits here may be higher or lower than overall.

SMILES	Pf Dd2 growth
O=C(NCCC1CCN(C(=O)Nc2ccccc2F)CC1)c1cccs1	-5%
Cc1ccc(CNC(=O)Cn2ccn(-c3ccc(C)c(C)c3)c(=O)c2=O)cc1	67%[activator]
CCCN1CCc2nc(C(=O)Nc3nc(C)cs3)oc2CC1	-24%[44.1 µM]
COc1ccc(-c2ccnc3nc(C4CCC4)nn23)c(F)c1	?
COCCNC(=O)N1CCCC(CNC(=O)C2(c3ccc(Cl)cc3)CC2)C1 (stereo unspecified)	-24%
Cc1nnc(N2CCC3(CCC(=O)N(CCCN(C)C)C3)CC2)c2ccccc12	-8%
COc1cccc(Nc2cnc3ccc(-c4cccc(CO)c4)nn23)c1	?
COc1ccc(-c2noc(N3CCN(c4cccc(Cl)c4)CC3)n2)cc1OC	-10%
Cc1cccc(CNC(=O)CCC2CCN(S(=O)(=O)c3ccccc3)CC2)c1	-20%
CC1(C(=O)NCCOc2ccccc2)CCCc2cnc(Nc3cccnc3)nc21 (stereo unspecified)	-28%[44.1 µM]
Cc1ccc(Cl)cc1N1CCN(C(=O)C2CCN(Cc3nc(-c4cccc(Cl)c4)oc3C)CC2)CC1	i
CCN1C(=O)CCN(C(=O)Cc2cccc(OC)c2)CC12CCOCC2	20%
CCc1nc2ccc(C(=O)N3CCN(c4cc(C)ccc4C)CC3)cc2nc1CC	?
CCn1ncc(N2CCC(NC(=O)c3cccc(OC)c3)CC2)cc1=O	-17%
O=C(c1cc2c(s1)CCCC2)N1CCC2(CC1)OCCCC2O (stereo unspecified)	3%
COC(=O)[C@@H]1Cc2ncn(Cc3ccc(Cl)cc3)c2CN1Cc1cccnc1	-15%[44.1 µM]
CCc1cccc(NC(=O)CN2C=C(C(=O)OC)C(C)=NS2(=O)=O)c1	62%[activator]
COc1cccc(-n2c(/C=C/c3ccccc3O)nc3ccccc3c2=O)c1	?
Cc1ccc(NC(=O)c2oc3ccc(S(=O)(=O)N4CCCCC4)cc3c2C)c(C)c1	?
Cc1ccc(Cl)cc1N1CCN(C(=O)CSc2cc(=O)n(C)c3ccccc23)CC1	?
COc1ccc(-c2cc([C@H]3CN4CC[C@H]3C[C@@H]4CNS(=O)(=O)c3ccccc3)n(C)n2)cc1	i
NC(=O)[C@@H]1CN(C(=O)c2ccccc2)C[C@H]1COc1ccccc1	-19%
CCN1c2cc(C(=O)Nc3ccc(OC(F)(F)F)cc3)ccc2C(=O)N2CCCCCC21 (stereo unspecified)	?
COc1cccc(C(=O)N2CCC(C(NC(=O)c3ccc(F)cc3)C(=O)N3CCCC3)CC2)c1 (stereo unspecified)	i
CC(C)CNC(=O)N1CC(n2cc(C(=O)NCc3ccncc3)nn2)C1	13%
CCc1ccccc1NC(=O)Nc1cccc(-c2ccc(N3CCOCC3)nn2)c1	-24%
CC1=C[C@@H](CO)[C@H](C(C)C)C[C@H]1Cc1nnc(Cc2c[nH]c3ccccc23)o1	i
Cc1nc(-c2cccc(S(=O)(=O)N3C[C@@H](N)C[C@H]3C(=O)NC(C)C)c2)no1	-18%
CCCn1ccc2sc(C)c(C(=O)NCc3ccccc3OCC)c2c1=O	?
COCC(=O)N1CC[C@]2(O)CCN(C(=O)c3ccc(C(C)=O)s3)C[C@@H]2C1	-10%

The closing 2 entries of the section above come first, to join the parts.
SMILES	Pf Dd2 growth
CCCn1ccc2sc(C)c(C(=O)NCc3ccccc3OCC)c2c1=O	?
COCC(=O)N1CC[C@]2(O)CCN(C(=O)c3ccc(C(C)=O)s3)C[C@@H]2C1	-10%
CCOc1ccc2c(n1)CCN(C(=O)c1ccc(OC)nc1)C2	?
COC1CN(c2cccc(F)c2)C12CCN(C(=O)C1CCC1)CC2 (stereo unspecified)	i
CN1C(=O)c2cccn2CC1C(=O)NC1CC1 (stereo unspecified)	i
COc1ccc(Cl)cc1-n1c(/C=C/c2cccc3ccccc23)nc2ccccc2c1=O	9%
O=C(Cn1ccc2cc(S(=O)(=O)N3CCCCC3)ccc21)NCCc1ccccc1Cl	-4%
O=C(Nc1ccc(Oc2ccccc2)cc1)N[C@H]1CO[C@H]2[C@@H]1OC[C@@H]2Nc1nccc(-c2cccc(F)c2)n1	-19%
CC1CCCCN1CCCNC(=O)CN1C(=O)c2cccnc2Oc2ccccc21 (stereo unspecified)	48%[activator]
CCCC(=O)Nc1cc2nn(-c3ccc(OC)cc3)nc2cc1C	-12%
COc1ccc2c(C)c(C(=O)N3CCCOC(Cn4cccn4)C3)oc2c1 (stereo unspecified)	2%
O=C(c1ccc2cc[nH]c2c1)N1CCC2(CC1)CC(Cc1cccc(F)c1)CCO2 (stereo unspecified)	i
COc1ccc(-c2cn3c(n2)sc2cc(C(=O)NCc4cccs4)ccc23)cc1	?
O=C(Cn1cccc1-c1nc(-c2ccc(F)cc2)no1)Nc1ccc2c(c1)OCO2	?
Cc1ccc(-c2nnc([C@H]3CCN(C(C)C)C3)o2)cc1	i
COc1ccc(CN2CCC3(C2)C(=NC2CCCC2)NC(=O)N3c2cccnc2)cc1 (stereo unspecified)	?
Cn1cccc1CN1CCC2(CC1)CC(=O)N(c1ccccc1)c1ccccc1O2	?
O=C(N[C@H]1CCN2C(=O)[C@@H](Cc3c[nH]c4ccccc34)NC(=O)[C@H]12)c1cnccn1	-12%[44.1 µM]
Cn1ccc2c(C(=O)N[C@H](c3cccs3)C3CC(O)C3)cccc21 (stereo partly specified)	-15%
COc1ccc(-n2c(-c3ccc(F)cc3)cn3c4c(=O)n(C)c(=O)n(C)c4nc23)cc1	9%
O=C(C1CC(=O)N(c2n[nH]c3cc(Br)ccc23)C1)N1CCCC1 (stereo unspecified)	-3%
O=C(Cc1c[nH]c2ncc(-c3ccccc3)cc12)Nc1ccc(Cl)cc1	i
COc1ccc(-c2cc3c(=O)n(CC(=O)Nc4ccccc4C(F)(F)F)ccn3n2)cc1OC	42%[activator]
COc1cccc(CCC(=O)N2CCCN(c3cc(-c4ccc(C)c(C)c4)[nH]n3)CC2)c1	-6%
O=C(Cc1c[nH]c2ncc(-c3ccncc3)cc12)N1CCOCC1	-20%[44.1 µM]
Fc1ccc2nc(CO[C@H]3CN(Cc4ccncc4F)C[C@H]3F)[nH]c2c1	-1%[44.1 µM]
Cc1cccc(CCNC(=O)c2coc(COc3cccc(F)c3F)n2)n1	?
COC[C@@H]1CN(S(=O)(=O)c2ccccc2F)C[C@H]1C(N)=O	7%
CCCCN(C)CCCNC(=O)CN1C(=O)CSc2ccc(S(=O)(=O)N3CCOCC3)cc21	15%
CCOc1ccc(NC(=O)CS(=O)(=O)Cc2nc(-c3ccc(C)cc3)oc2C)cc1	-10%
COC(=O)c1cc2n(n1)CCN(C(=O)c1cc(CC(C)C)[nH]c(=O)n1)C2	0%
COc1ccc(-n2ncc3c2ncn2nc(Cc4ccccc4)nc32)cc1	i

Reprinted from the part before: 6 entries; new compounds follow.
SMILES	Pf Dd2 growth
Cc1cccc(CCNC(=O)c2coc(COc3cccc(F)c3F)n2)n1	?
COC[C@@H]1CN(S(=O)(=O)c2ccccc2F)C[C@H]1C(N)=O	7%
CCCCN(C)CCCNC(=O)CN1C(=O)CSc2ccc(S(=O)(=O)N3CCOCC3)cc21	15%
CCOc1ccc(NC(=O)CS(=O)(=O)Cc2nc(-c3ccc(C)cc3)oc2C)cc1	-10%
COC(=O)c1cc2n(n1)CCN(C(=O)c1cc(CC(C)C)[nH]c(=O)n1)C2	0%
COc1ccc(-n2ncc3c2ncn2nc(Cc4ccccc4)nc32)cc1	i
COC(=O)c1cc2occc2n1Cc1nc(-c2ccc(Cl)cc2)oc1C	4%
COc1ccc(/C=C\c2onc(C)c2S(=O)(=O)N2CCC(C(=O)Nc3ccc(C)cc3C)CC2)cc1	?
O=C(NC1CC(=O)N(c2ccc(F)cc2)C1)C1CC1 (stereo unspecified)	37%[activator]
O=C(NCCC1CCN(C(=O)Nc2ccccc2F)CC1)c1ccccn1	-6%
C=CCn1cc(CN2CCOC(Cc3cccc4ccccc34)C2)c(C)n1 (stereo unspecified)	?
O=C(NCc1ccco1)[C@H]1CN2CC[C@H]1C[C@@H]2Cn1cc(CCO)nn1	20%[44.1 µM]
CCOC(=O)c1cc(-c2ccc(OC)c(S(=O)(=O)N3CCN(c4ccccc4)CC3)c2)on1	?
O=C(C1CC1)N(C1CCOCC1)C1CCN(S(=O)(=O)c2ccc3c(c2)CCCC3)CC1	?
Cc1cc2nc3n(c(=O)c2n1CC(=O)NCc1ccccc1Cl)CCCC3	13%
Cc1ccc(NC(=O)C(=O)NCC(c2cccnc2)N2CCN(C)CC2)cc1F (stereo unspecified)	-16%
Cc1nn2c(c1-c1ccccc1Oc1ccccc1)N([S+](=O)([O-])c1cccnc1)CCC2	?
Cc1c2cnn(-c3ccccc3)c(=O)c2c(C)n1CCCC(=O)Nc1ccc(F)cc1F	-13%
O=C(Nc1ccc(Cl)cc1)N1CCC(CN2CCCC2)CC1	26%
CC(=O)Nc1ccc(CN2CCC3(CC2)COc2ccccc2C(=O)N3)cc1	?
CCC1(C(=O)Nc2cc(OC)ccc2OC)CCCCC(=O)N1 (stereo unspecified)	0%
COc1ccc(C(=O)N2CCc3nc(C)nc(-c4ccc(Cl)cc4)c3CC2)cc1	i
COc1ccc(C(=O)N2CCn3nc(C(O)CS(C)(=O)=O)cc3C2)cn1 (stereo unspecified)	-12%
Cc1ccc(CNC(=O)c2cnc3c(-c4ccc(F)cc4)c(C)nn3c2C)o1	139%[activator]
CC(C)c1nc(NCCCN2CCCC(C(N)=O)C2)c2cnn(C)c2n1 (stereo unspecified)	-18%
COc1ccc(Cn2ccc3nc(C)c(C(=O)NCc4ccc(C)cc4)cc3c2=O)cc1	?
CCOc1ccc2c(n1)CCN(C(=O)C1CCCC1)C2	?
CC(=O)N1CC2(Cc3ccccc31)CN(C(=O)Nc1ccccc1)C2	2%[44.1 µM]
FC1(F)CN[C@H](c2nc(-c3cccnc3)no2)C1	29%
O=C1NCC2(CCN(C(=O)c3ccc(C(F)(F)F)cc3)CC2)Oc2ccccc21	i
COc1ccc(Cl)cc1NC(=O)[C@H]1O[C@@H]2OC(C)(C)O[C@@H]2[C@H]2OC(C)(C)O[C@H]21	?
COc1ccc(S(=O)(=O)N2CCN(Cc3ccc4c(c3)OCO4)CC2)cc1C	27%
COc1cc(NS(=O)(=O)c2ccc(NC(=O)c3ccc(Cl)cc3Cl)cc2)nc(OC)n1	27%
O=C(c1ccccc1F)N1CCC2(CC1)C(=O)Nc1ccccc12	9%
Cc1nnc(CN(C)c2ccc(-c3nc(CCCc4ccccc4)no3)cn2)o1	i
CN(Cc1ccc(F)cc1)C(=O)Cc1cccc(Cl)c1	-29%[44.1 µM]
COc1ccc(CNC(=O)C[C@@H]2C[C@@H](C(C)C)[C@H](CNC(=O)c3ccc(C#N)cc3)C=C2C)cc1	?
O=C(NC1CC(=O)N(c2ccccc2)C1)C1CCCC1 (stereo unspecified)	62%[activator]
CN1C[C@@H](NC(=O)c2ccccn2)C[C@H]1c1nc(-c2cccnc2)no1	i
Cc1nc2cccnc2n1CC1CCCN(S(=O)(=O)c2cccc(Br)c2)C1 (stereo unspecified)	6.3µM*
O=C(c1cc(F)ccc1F)N1CCN(C(=O)c2nnn3c2COC(c2ccccc2)C3)CC1 (stereo unspecified)	i
CCOc1ccc(S(=O)(=O)Nc2ccc3c(c2)CCCN3S(=O)(=O)c2ccc(C)cc2)cc1	-23%
COc1ccc(NC(=O)CCCc2nnc3n(CCC(C)C)c(=O)c4sccc4n23)c(OC)c1	-14%
COc1ccc2c(c1)OCC(CNC(=O)c1noc3c1CCCC3)C2 (stereo unspecified)	-8%
O=C(Nc1ccc(F)cc1F)N[C@H]1C[C@H]2C(=O)NC[C@@H](CCC(=O)N3CCc4ccccc43)N2C1	i
CCOc1ccc(N(C(=O)c2ccc(Cl)cc2)S(=O)(=O)c2ccc3c(c2)n(C)c(=O)n3C)cc1	-6%
O=C(Cc1cccc(F)c1)N1CCN(c2cc(-c3cccs3)[nH]n2)CC1	-2%
CCN(C(=O)CN1C(=O)NC2(CCS(=O)(=O)CC2)C1=O)c1ccccc1	-19%
CC(=O)c1cccc(NC(=O)[C@H]2O[C@@H]3OC(C)(C)O[C@@H]3[C@H]3OC(C)(C)O[C@H]32)c1	?
COCC1(C(=O)N2C[C@@H](C(=O)O)[C@H](c3ccccc3OC)C2)CCC1	-12%
COc1cccc(CNC(=O)C2CCCCC(=O)N2)c1OC (stereo unspecified)	i
COc1ccccc1-n1cc(C(=O)N2CCc3c(Cl)cccc3C2)cn1	-18%
Cc1ccc(-c2ccnc(N3CCC(N(C)Cc4ccon4)CC3)n2)c(C)n1	-6%
O=C(C[C@@H]1C[C@H]2O[C@H](CNC3Cc4ccccc4C3)[C@@H](O)[C@H]2O1)N1CCC(F)(F)C1	6%[44.1 µM]
O=C(c1ccncc1)N1C[C@@H]2C[C@H](C1)c1ccc(C3CCCCC3)c(=O)n1C2	11%[44.1 µM]
COc1ccc(CNC(=O)C2CCN(S(=O)(=O)c3ccc(F)cc3)CC2)cc1	-8%
CCC[C@H]1CN(CCS(C)(=O)=O)C[C@@H]1NC(=O)c1ncoc1CC	1%
CN(Cc1ccc(-c2ccccc2)cc1)Cc1ccccc1Cl	-21%[44.1 µM]
O=C(c1ccccc1)n1nc(-c2ccco2)nc1NCc1cccs1	31%[activator]
COc1ccc(C(=O)N2CCCCCNC(=O)[C@@H]3CCCC[C@@H]32)cc1	0%

Arranged by number of heavy atoms (largest number first): part of the list above
SMILES	Pf Dd2 growth
O=C(C[C@@H]1C[C@H]2O[C@H](CNC3Cc4ccccc4C3)[C@@H](O)[C@H]2O1)N1CCC(F)(F)C1	6%[44.1 µM]
O=C(c1ccncc1)N1C[C@@H]2C[C@H](C1)c1ccc(C3CCCCC3)c(=O)n1C2	11%[44.1 µM]
COc1ccccc1-n1cc(C(=O)N2CCc3c(Cl)cccc3C2)cn1	-18%
O=C(c1ccccc1)n1nc(-c2ccco2)nc1NCc1cccs1	31%[activator]
